Lamin A splicing: qHTS Assay for Modulators of Lamin A Splicing. HeLa LMNA splicing GFP/RFP minigene ratio, 48 h. Potency, µM (highest dose often 46.1 µM), inactives show at the top dose ratio change, negative = inhibition, hits mostly inhibitors. 200,000 tested, 0.01% active. AID 1487, 2009; active = well fitted inhibition curve with a large enough effect in the signal ratio, with a control signal flat, not every such curve was filed as active; inconclusive = small, poorly fitted or top-dose-only effect, or effect the other way, or a change in a side signal; the % refers to the signal ratio; also: potency is read from the fitted curve at half-maximal effect; % is scaled to controls: 0 for no effect and ±100 for the full control effect
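Read-out is the ratio of GFP to DsRed2 object intensity, acquired by 488 nm laser-scanning cytometry on HeLa lamin A-EGFP minigene reporter cells. Compound incubation 48 hrs at 37 °C in Opti-MEM with 2% FBS; DMSO 0.5% final.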
IMPase Li inh: qHTS Assay for Identifying the Cell-Membrane Permeable IMPase Inhibitors: Potentiation with Lithium. Potency, µM (top dose mostly 59.4 µM), for inactives: top-dose activity, negative = IMPase inhibition, most hits filed as inhibitors. CHO-M1 cells, IP1 TR-FRET (IP-One), carbachol + lithium. AID 1457, 2008. 210,000 tested, 0.35% active;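 also: IP1 builds up when IMPase is blocked and the TR-FRET signal falls; potency is read from the fitted curve at half-maximal effect; plate controls were basal vehicle for no effect and high inhibitor control for full effect; nearly all actives have a fitted effect of over 50% in size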
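Test compounds were applied to CHO-M1 cells previously cultured for 16–30 h at 2000 per well. A small lithium amount accompanied them; after 30 min at 37C, IP1 was quantified by TR-FRET.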
CBFb-RUNX1 inh: qHTS Assay for Compounds Blocking the Interaction Between CBF-beta and RUNX1 for the Treatment of Acute Myeloid Leukemia. Potency, µM (series often up to 59.8 µM), for the others: at the highest dose activity, negative = inhibition, actives largely listed as inhibitors. AlphaScreen CBFb-His/RUNX1-biotin binding, biochemical. Runt-related transcription factor 1 (Homo sapiens) + Core-binding factor subunit beta …. AID 1477, 2009. 230,000 tested, under 10 active; also: % of control where 0% means no effect
Target sequence (Q01196 whole entry, looked up): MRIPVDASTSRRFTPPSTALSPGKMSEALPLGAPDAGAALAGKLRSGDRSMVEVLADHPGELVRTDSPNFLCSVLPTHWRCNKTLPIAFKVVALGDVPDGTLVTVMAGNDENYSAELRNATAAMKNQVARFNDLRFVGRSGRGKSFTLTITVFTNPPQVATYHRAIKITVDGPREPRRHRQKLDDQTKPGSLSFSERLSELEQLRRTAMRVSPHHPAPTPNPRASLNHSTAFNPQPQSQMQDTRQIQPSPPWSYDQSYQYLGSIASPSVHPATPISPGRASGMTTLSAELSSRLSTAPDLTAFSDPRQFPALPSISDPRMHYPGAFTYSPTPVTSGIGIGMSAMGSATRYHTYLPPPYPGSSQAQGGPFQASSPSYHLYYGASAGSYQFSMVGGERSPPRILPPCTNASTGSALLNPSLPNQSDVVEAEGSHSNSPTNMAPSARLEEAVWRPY
Target sequence (Q13951 whole entry, looked up): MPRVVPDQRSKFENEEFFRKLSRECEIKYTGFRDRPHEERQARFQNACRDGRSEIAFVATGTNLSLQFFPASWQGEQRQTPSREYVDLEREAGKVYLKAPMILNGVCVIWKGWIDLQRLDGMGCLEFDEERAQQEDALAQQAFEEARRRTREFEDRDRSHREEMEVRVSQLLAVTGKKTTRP
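Bead-based AlphaScreen assay; binding partners His-tagged CBF-beta and biotinylated RUNX1 at 30 nM each. Compound exposure 15 min after a 20-min protein preincubation; bead step 90 min; all steps at room temperature.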
NPSR antagonist: qHTS Assay for Antagonists of the Neuropeptide S Receptor: cAMP Signal Transduction | Q6W5P4 | 220,000 tested, 1% active | Potency, µM (highest dose often 38.3 µM), inactives show at the highest dose activity change, negative = inhibition, usual class: inhibitors | CHO-NPSR cells, cAMP TR-FRET, antagonist mode; also: potency is read from the fitted curve at half-maximal effect; % is scaled to controls: 0 for no effect and ±100 for the full control effect; nearly all actives have a fitted effect of over 50% in size; many of its hits are not listed in these tables
Epigenetic derep: Quantitative High-Throughput Screen for Regulators of Epigenetic Control; murine LDR cells, GFP reporter derepression, 30 h; Potency, µM (highest dose often 53.9 µM), for inactives: at the highest dose GFP activation, most hits filed as activators; 280,000 tested, 0.2% active; AID 1865, 2009; also: potency is read from the fitted curve at half-maximal effect; % of control where 0% means no effect; nearly all actives have a fitted effect of over 60% in size
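Derepression of a silenced CMV-GFP reporter in murine LDR cells is scored by enumerating GFP-positive cells with a laser-scanning microplate cytometer after 30 hours of treatment at 37 C.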
aGal spleen mod: qHTS Assay for Inhibitors and Activators of Human alpha-Galactosidase From Spleen Homogenate; Potency, µM (titrated, usually from 80 µM), without a hit: top-dose activity change, negative = inhibition, actives largely listed as inhibitors; 240,000 tested, 0.008% active; Alpha-galactosidase A (Homo sapiens), P06280; human spleen homogenate, 4MU-alpha-Gal fluorescence, 40 min;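 also: potency is read from the fitted curve at half-maximal effect; 0% = enzyme with vehicle and -100% = no enzyme basal signal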
Target sequence (P06280 32-429 limits assumed): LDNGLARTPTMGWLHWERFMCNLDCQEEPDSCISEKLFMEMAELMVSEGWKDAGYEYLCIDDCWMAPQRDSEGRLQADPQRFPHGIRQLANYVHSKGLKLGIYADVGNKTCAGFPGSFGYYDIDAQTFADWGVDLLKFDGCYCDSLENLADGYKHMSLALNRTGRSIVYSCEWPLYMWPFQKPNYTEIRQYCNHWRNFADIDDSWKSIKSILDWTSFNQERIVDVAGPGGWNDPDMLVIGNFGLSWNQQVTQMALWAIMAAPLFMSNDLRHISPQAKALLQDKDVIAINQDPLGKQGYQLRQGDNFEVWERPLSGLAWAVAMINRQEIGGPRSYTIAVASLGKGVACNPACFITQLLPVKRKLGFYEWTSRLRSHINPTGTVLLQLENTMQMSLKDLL
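Inhibition or activation of alpha-galactosidase in human spleen homogenate is scored by 4-MU fluorescence after 40 min at 37C, pH 5.0, with 1 mM substrate. AC50s come from concentration-response fitted to the Hill equation.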
Luc counter: Counterscreen for Luciferase (Kinase-Glo TM) Inhibition; Luciferin 4-monooxygenase (Photuris pensylvanica), Q27757; Kinase-Glo luciferase, ATP luminescence, 8 min; Potency, µM (titrated, usually from 38.3 µM), without a hit: at the top dose activity change, negative = inhibition, usual class: inhibitors; 200,000 tested, 0.28% active; also: potency is read from the fitted curve at half-maximal effect; % is scaled to controls: 0 for no effect and ±100 for the full control effect; nearly all actives have a fitted effect of over 60% in size
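Substrate mix (final 50 mM imidazole pH 7.2, 50 mM KCl, 7 mM MgCl2, 10 uM ATP, 0.01% Tween 20, 0.05% BSA) plus pin-tool compound, then Kinase-Glo detection mix; 8 min ambient, luminescence read.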
* marks the source's active call; other numbers are inactive results; [ ] = remark or other dose. Unless noted, calls follow the shape of the dose curve; as a rule, active = well fitted curve in the direction sought with a large enough effect; inconclusive = small, poorly fitted or top-dose-only effect, or another doubt; inactive = no such curve, though single readings can be large; an effect the other way counts as inactive or inconclusive. This is a subset (hit frequency here may not be typical).

Screening COc1ccc(N(CC(=O)Nc2ccccc2C)S(=O)(=O)c2ccccc2[N+](=O)[O-])c(OC)c1 returned Lamin A splicing 10%[46 µM], IMPase Li inh 12%, CBFb-RUNX1 inh 2%, NPSR antagonist 0%, Epigenetic derep 3.3%, aGal spleen mod 1% and Luc counter 0%.
`C=CCOC(=O)C1=C(C)Nc2ncnn2C1c1cc(Br)ccc1F` (configuration not stated) gave Lamin A splicing 16%, IMPase Li inh -4%[38.3 µM], CBFb-RUNX1 inh -9%, NPSR antagonist -11%[46.1 µM], Epigenetic derep 0.0%, aGal spleen mod 5% and Luc counter -2%.
Screening CN(c1ccccc1C(=O)NCc1ccco1)S(C)(=O)=O returned Lamin A splicing -4%, IMPase Li inh 5%[38.3 µM], CBFb-RUNX1 inh -5%, NPSR antagonist -8%[46.1 µM], Epigenetic derep 0.0%, aGal spleen mod -3% and Luc counter 0%.
`COc1cc(/C=C2/C(=N)N3OC(C)=CC3=NC2=O)ccc1OC(=O)c1ccco1` gave Lamin A splicing -7%[46 µM], IMPase Li inh inconclusive, CBFb-RUNX1 inh -2%, NPSR antagonist -15%, Epigenetic derep -2.6%, aGal spleen mod -5% and Luc counter -1%.
COC(=O)c1ccc(S(=O)(=O)N2C3CCC2CC(NC(=O)C2CC2)C3)cc1 (configuration not stated) was read as Lamin A splicing inconclusive, IMPase Li inh -15%[38.3 µM], CBFb-RUNX1 inh -2%, NPSR antagonist -15%[46.1 µM], Epigenetic derep -3.3%, aGal spleen mod -1% and Luc counter 9%.
For CCc1ccc2[nH]c(=O)c(C(c3nnnn3Cc3ccco3)N3CCC(C)CC3)cc2c1 (configuration not stated) the results were Lamin A splicing -7%, IMPase Li inh 1%[38.3 µM], CBFb-RUNX1 inh 2%, NPSR antagonist inconclusive, Epigenetic derep 0.8%, aGal spleen mod 10% and Luc counter 0%.
For COc1ccc(NC(=S)N2CCC(C(=O)N3CCCCCC3)CC2)cc1 the results were Lamin A splicing 32%, IMPase Li inh -12%[38.3 µM], CBFb-RUNX1 inh 4%, NPSR antagonist 2%[46.1 µM], Epigenetic derep 3.6%, aGal spleen mod 1% and Luc counter -3%.
Screening COc1cc(/C=N/Nc2cc(C)nc(NS(=O)(=O)c3ccc(C)cc3)n2)ccc1O returned Lamin A splicing inconclusive, IMPase Li inh 3%, CBFb-RUNX1 inh -6%, NPSR antagonist -19%[46.1 µM], Epigenetic derep 0.0%, aGal spleen mod 10% and Luc counter 1%.
`O=C(N/N=C/c1ccsc1)c1cc(-c2cccs2)nc2ccccc12` gave Lamin A splicing inconclusive, IMPase Li inh 1%, CBFb-RUNX1 inh -2%, NPSR antagonist -9%, Epigenetic derep -1.0%, aGal spleen mod -1% and Luc counter -4%.
`O=C(NCCCn1ccnc1)C(=O)NCC1OCCN1S(=O)(=O)c1ccc(Br)cc1` (configuration not stated) gave IMPase Li inh -4%, CBFb-RUNX1 inh inconclusive, NPSR antagonist 19%, Epigenetic derep 0.0%, aGal spleen mod 3% and Luc counter -1%.
`O=C(NCc1cccnc1)c1ccc(COc2ccc(Cl)cc2)cc1` gave IMPase Li inh 15%, CBFb-RUNX1 inh 8%, NPSR antagonist 1%, Epigenetic derep -0.6%, aGal spleen mod 8% and Luc counter 1%.
For COc1ccc(-c2csc(Cc3nnc4n3CCCCC4)n2)cc1 the results were Lamin A splicing -6%, IMPase Li inh 22%[38.3 µM], CBFb-RUNX1 inh 0%, NPSR antagonist -3%[46.1 µM], Epigenetic derep 0.0%, aGal spleen mod 2% and Luc counter -1%.
O=C(COC(=O)c1cccs1)NCc1ccccc1 was read as Lamin A splicing 5%, IMPase Li inh -2%[38.3 µM], CBFb-RUNX1 inh -6%, NPSR antagonist 0%[46.1 µM], Epigenetic derep -0.6%, aGal spleen mod -12% and Luc counter -5%.
O=C(O)CCc1ccc(-c2ccccc2)n1-c1cccc(O)c1 was read as Lamin A splicing -3%, IMPase Li inh 13%[38.3 µM], CBFb-RUNX1 inh -2%, NPSR antagonist -12%[46.1 µM], Epigenetic derep 0.0%, aGal spleen mod -1% and Luc counter 2%.
For Cn1cnc([N+](=O)[O-])c1Cl the results were CBFb-RUNX1 inh 2%, NPSR antagonist -4%, Epigenetic derep 1.1% and aGal spleen mod 12%.
Cc1ccn2c(-c3csc(NCc4ccccc4)n3)c(C)nc2c1 was read as Lamin A splicing inconclusive, IMPase Li inh 30%, CBFb-RUNX1 inh inconclusive, NPSR antagonist inconclusive, Epigenetic derep 1.2%, aGal spleen mod -1% and Luc counter 9%.
For O=[N+]([O-])c1cccc(/C=N/Nc2nc(NCc3ccccc3)nc(N3CCOCC3)n2)c1 the results were Lamin A splicing 14%, IMPase Li inh 9%, CBFb-RUNX1 inh -4%, NPSR antagonist -6%, Epigenetic derep 8.0%, aGal spleen mod 11% and Luc counter 1%.
CCCCn1c(C)cc2cc(O)ccc21 was read as Lamin A splicing -4%, IMPase Li inh 24%[38.3 µM], CBFb-RUNX1 inh -28%, NPSR antagonist 1%[46.1 µM], Epigenetic derep 0.0%, aGal spleen mod -5% and Luc counter 21%.
CC(=O)N1CCN(c2ccc(NC(=O)c3ccc4c(c3)OCCO4)cc2Cl)CC1 was read as Lamin A splicing 0%[46 µM], IMPase Li inh 8%, CBFb-RUNX1 inh -8%, NPSR antagonist 15%, Epigenetic derep -2.8%, aGal spleen mod -6% and Luc counter -1%.
`Cc1ccc(OS(=O)(=O)c2ccc(-c3csc(C)n3)s2)c(C)c1` gave CBFb-RUNX1 inh inconclusive, NPSR antagonist -56%, Epigenetic derep -1.0% and aGal spleen mod -3%.
`CCOC(=O)CN1C2=NCCCN2c2ccccc21` gave IMPase Li inh 7%, CBFb-RUNX1 inh -1%, NPSR antagonist 12%, Epigenetic derep 0.0%, aGal spleen mod -6% and Luc counter -1%.
CC1(C)CC(=O)/C(=N/Nc2ccc(Cl)cc2)CO1 was read as CBFb-RUNX1 inh -13%, NPSR antagonist -9%, Epigenetic derep -0.5% and aGal spleen mod -2%.
Screening CCC(=O)Nc1ccc(NC(=O)c2c(C)nc3ccccn23)cc1 returned Lamin A splicing 4%, IMPase Li inh 6%[38.3 µM], CBFb-RUNX1 inh 5%, NPSR antagonist 4%[46.1 µM], Epigenetic derep -4.2%, aGal spleen mod 0% and Luc counter 5%.
Screening COC(=O)[C@@]1(Cc2ccccc2)[C@H]2c3cc(C(=O)N(C)C)n(Cc4ccsc4Br)c3C[C@H]2CN1C(=O)c1ccccc1 returned IMPase Li inh 10%, CBFb-RUNX1 inh -4%, Epigenetic derep 0.7%, aGal spleen mod 3% and Luc counter 3%.
Screening COc1ccc(NC(=O)CSc2nc(N)c(C(=O)Nc3ccc(N(C)C)cc3)s2)cc1 returned Lamin A splicing -12%, IMPase Li inh 18%[38.3 µM], CBFb-RUNX1 inh -7%, NPSR antagonist -8%[46.1 µM], Epigenetic derep 0.7%, aGal spleen mod 2% and Luc counter -7%.
For CCOc1ccc2c(=O)c(Oc3ccccc3)c(C)oc2c1 the results were Lamin A splicing 1%, IMPase Li inh -17%[38.3 µM], CBFb-RUNX1 inh 3%, NPSR antagonist -13%[46.1 µM], Epigenetic derep -1.1%, aGal spleen mod -1% and Luc counter 3%.
O=C(CSc1nnc(Nc2ccccc2F)s1)Nc1cccc(S(=O)(=O)N2CCCCC2)c1 was read as Lamin A splicing inconclusive, IMPase Li inh 12%, CBFb-RUNX1 inh 1%, NPSR antagonist -34%, Epigenetic derep -1.3%, aGal spleen mod -4% and Luc counter -5%.
For CCN(C(=S)Nc1ccc(OC(F)F)cc1)C1CCCCC1 the results were Lamin A splicing 34%[46 µM], IMPase Li inh -10%, CBFb-RUNX1 inh 4%, NPSR antagonist 0%, Epigenetic derep 5.3%, aGal spleen mod 7% and Luc counter -2%.
For Cc1nc2scc(-c3cccs3)c2c(=O)n1-n1cccc1 the results were Lamin A splicing 17%, IMPase Li inh 17%[38.3 µM], CBFb-RUNX1 inh -2%, NPSR antagonist 11%[46.1 µM], Epigenetic derep 1.7%, aGal spleen mod -5% and Luc counter -3%.
`COc1ccc(C2CC(c3ccccc3)=NN2C(=O)COC(=O)c2ccc(Cl)nc2)cc1` (configuration not stated) gave Lamin A splicing inconclusive, CBFb-RUNX1 inh 1%, NPSR antagonist -24%[46.1 µM], Epigenetic derep 0.0% and aGal spleen mod -1%.

Arranged by SMILES length (ascending): 5 of the compounds above.
CCCCn1c(C)cc2cc(O)ccc21 was read as Lamin A splicing -4%, IMPase Li inh 24%[38.3 µM], CBFb-RUNX1 inh -28%, NPSR antagonist 1%[46.1 µM], Epigenetic derep 0.0%, aGal spleen mod -5% and Luc counter 21%.
Screening CCC(=O)Nc1ccc(NC(=O)c2c(C)nc3ccccn23)cc1 returned Lamin A splicing 4%, IMPase Li inh 6%[38.3 µM], CBFb-RUNX1 inh 5%, NPSR antagonist 4%[46.1 µM], Epigenetic derep -4.2%, aGal spleen mod 0% and Luc counter 5%.
`Cc1ccc(OS(=O)(=O)c2ccc(-c3csc(C)n3)s2)c(C)c1` gave CBFb-RUNX1 inh inconclusive, NPSR antagonist -56%, Epigenetic derep -1.0% and aGal spleen mod -3%.
CC(=O)N1CCN(c2ccc(NC(=O)c3ccc4c(c3)OCCO4)cc2Cl)CC1 was read as Lamin A splicing 0%[46 µM], IMPase Li inh 8%, CBFb-RUNX1 inh -8%, NPSR antagonist 15%, Epigenetic derep -2.8%, aGal spleen mod -6% and Luc counter -1%.
Screening COC(=O)[C@@]1(Cc2ccccc2)[C@H]2c3cc(C(=O)N(C)C)n(Cc4ccsc4Br)c3C[C@H]2CN1C(=O)c1ccccc1 returned IMPase Li inh 10%, CBFb-RUNX1 inh -4%, Epigenetic derep 0.7%, aGal spleen mod 3% and Luc counter 3%.

Source: PubChem BioAssay
